# Screens (PubChem BioAssay)
# TGFb SMAD3 inh – TGF-b pathway inhibition; Potency, µM (highest dose often 46.1 µM), without a hit: top-dose activity, negative = inhibition, hits mostly inhibitors; AID 588855; HepG2 CAGA-GFP TGF-b/SMAD3 reporter, GFP fluorescence, 18 h; TGF-beta stimulated, 500 pg/mL final; actives 1.2% (n = 410,000); note: potency is the fitted concentration of half-maximal effect; % is set by controls: 0 for no effect and ±100 for the full control effect; nearly all actives have a fitted effect of over 65% in size
#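 HEPG2 CAGA-GFP cells (1000/well, DMEM with 1% FBS) were pre-incubated 2 h at 37 degrees C, given compound by pin tool, then stimulated with TGF-beta at 500 pg/mL final for 18 h before per-cell GFP fluorescence imaging.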
# S2 tox – cell viability loss in ATXN counter-screen; actives 0.49% (n = 400,000); S2 cells (HEK-293 line with an ATXN2-luciferase reporter) viability, CellTiter-Fluor protease fluorescence, 24 h; Potency, µM (titrated, usually from 56.7 µM), actives largely listed as cytotoxic; AID 651635; note: potency is the fitted concentration of half-maximal effect; nearly all actives have a fitted effect of over 40% in size
# ATXN2 expr inh – reduces ATXN2 reporter expression in HEK-293 cells | HEK-293 ATXN2-luciferase reporter, luminescence, 24 h | Potency, µM (doses to about 57 µM), inactives show at the highest dose activity change, negative = inhibition, actives largely listed as inhibitors | actives 0.72% (n = 360,000); note: potency is the fitted concentration of half-maximal effect; % is set by controls: 0 for no effect and ±100 for the full control effect; nearly all actives have a fitted effect of over 55% in size
#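 qHTS (up to 57 uM final) was run with 24 h compound exposure of reporter cells at 37 °C. Each well was multiplexed: SteadyGlo luminescence measured ATXN2-luciferase expression after a fluorogenic Gly-Phe-AFC viability readout (25 uM final).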
# MCF10A rereplic – DNA re-replication induction in MCF 10a cells; actives 2.9% (n = 350,000); AID 624296; Potency, µM (highest dose often 46.1 µM), for inactives: top-dose activity, positive = re-replication, usual class: activators; MCF 10A DNA re-replication, Hoechst nuclear intensity, 48 h; note: potency is the fitted concentration of half-maximal effect; % of control where 0% means no effect; nearly all actives have a fitted effect of over 50% in size
# Nrf2 ARE act – activators of Nrf2 (ARE) signaling; AREc32 ARE-luciferase reporter (MCF7-derived line), luminescence, 24 h; actives 0.31% (n = 410,000); Potency, µM (titrated, usually from 46.1 µM), inactives show top-dose activation, usual class: activators; note: potency is the fitted concentration of half-maximal effect; % of control where 0% means no effect; nearly all actives have a fitted effect of over 65% in size
#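 AREc32 cells carrying an ARE-driven firefly luciferase reporter were seeded at 1000 cells/well in OPTI-MEM with 5% FBS, then exposed to compound for 24 hr at 37 deg C. Luminescence was read with Steady-Glo after 30 min at RT.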
# Nrf2 inh – blocks Nrf2 signaling. actives 2.1% (n = 360,000). AID 504444. A549 ARE-Fluc reporter, luciferase luminescence, 18-24 h. Potency, µM (highest dose often 46 µM), without a hit: at the highest dose activity change, negative = inhibition, actives largely listed as inhibitors; note: potency is the fitted concentration of half-maximal effect; % is set by controls: 0 for no effect and ±100 for the full control effect; nearly all actives have a fitted effect of over 60% in size
#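 Quantitative HTS in A549 cells stably bearing an antioxidant response element-firefly luciferase construct. Inhibition of Nrf2-driven transcription was scored by luminescence after 18-24 h of compound exposure at 37 °C.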
# IL1B secr inh – inflammasome signaling inhibition, IL-1 beta readout; activity change, % at 57.5 µM; actives 4.7% (n = 360,000); AID 743279; THP-1 LPS/ATP IL-1B secretion, AlphaLISA, 16 h; hits give low values; in the data active = activity change below about -50%; inconclusive = mostly about -30% to -49%; note: % is set by controls: 0 for no effect and ±100 for the full control effect
#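 Secreted IL-1B measured by AlphaLISA bead assay after 16 h compound exposure of THP-1 cells; compounds (final up to 57.5 uM) added 1 h before LPS (250 ng/mL) and ATP (1.25 mM) stimulation; lower signal means less secretion.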
# HepG2 tox – HepG2 cytotoxicity, counter-screen for TGF-b inhibitors | HepG2 CAGA-GFP viability, ATP luminescence, 18 h | Potency, µM (doses to about 46.1 µM), without a hit: at the top dose activity change, negative = cytotoxicity, actives largely listed as cytotoxic | actives 0.76% (n = 410,000) | AID 588856; note: potency is the fitted concentration of half-maximal effect; some results filed as inactive show a strong effect at the top dose
#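 HepG2 CAGA-GFP cells (1000/well, DMEM with 1% FBS) received compound, then TGF-beta at 500 pg/mL final, and were incubated 18 hours at 37 degrees C. Viability was read by CellTiter-Glo luminescence. Media-only wells were set as complete cell-killing and DMSO as no toxicity.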
# A549 viability – counter-screen for Nrf2 inhibitors: cytotoxicity in A549 cells. actives 0.16% (n = 390,000). Potency, µM (titrated, usually from 46 µM), for the others: at the highest dose activity change, negative = cytotoxicity, usual class: inhibitors. A549 ARE-Fluc cells, CellTiter-Fluor viability, 18-24 h; note: potency is the fitted concentration of half-maximal effect; % is set by controls: 0 for no effect and ±100 for the full control effect
#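 Cytotoxicity counterscreen: CellTiter-Fluor fluorescence was measured in A549 ARE_Fluc cells after 18-24 h of compound exposure in a concentration series. The subsequent BugLite luminescent read reports ARE-luciferase activity.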
# An asterisk follows results filed as active; i = inactive; ? = inconclusive; . = no result given; & = joins results of further samples; [ ] = another dose, or the depositor's remark. Unless noted, calls come from the whole dose curve; as a rule, active = well fitted curve in the direction sought with a large enough effect; inconclusive = small, poorly fitted or top-dose-only effect, or another doubt; inactive = no such curve, though single readings can be large; an effect the other way counts as inactive or inconclusive.
# Every second line gives: MCF10A rereplic	TGFb SMAD3 inh	IL1B secr inh	Nrf2 ARE act	Nrf2 inh	ATXN2 expr inh	A549 viability	S2 tox	HepG2 tox
CCOc1ccc(S(=O)(=O)N2CCCCC2)cc1NC(=O)Cc1ccc(OC)cc1
 : .	-5.3%	-1.4	0.9%	.	.	.	i	-5.1%
CC1=C(C)/C(=N\OS(=O)(=O)c2ccccc2)C=CC1=O
 : ?	?	-120.6*	-1.8%	?	10µM*	-15.0%	11.2µM*	14.1µM*
N#Cc1ccccc1Sc1ccccc1N
 : -0.6%	-5.6%	-9.4	-0.4%	.	1.6%	2.6%	i	-20.4%
Cc1occc1-c1nnc(SCC(=O)N2CCCCC2)o1
 : -0.4%	19.2%	23.5	-0.9%	1.3%	9.7%	-1.1%	i	-2.7%
Cc1ccc(C(=O)NCC(c2ccco2)S(=O)(=O)c2ccc(Cl)cc2)cc1C (stereo unspecified)
 : .	?	.	4.7%	.	.	3.0%	.	-23.2%
Cc1ccc(S(=O)(=O)N(CC(=O)NCc2cccs2)c2ccccc2)cc1
 : -0.8%	-2.2%	-12.7	4.2%	-12.2%	-19.2%	6.7%	i	-12.1%
O=C(C1=C[C@@H](C2CCCCC2)C[C@@H](OCCCCO)O1)N1CCOCC1
 : -0.2%	-1.3%	5.1	-0.5%	-7.4%	4.3%	-2.7%	i	2.1%
CCOC(=O)c1[nH]c2c(c1C)C(=O)CC(c1ccco1)C2 (stereo unspecified)
 : 9.2µM*	?	81.8	0.3%	?	-16.9%	-2.9%	?	4.5%
CC(C(=O)OCC(=O)Nc1ccc2c(c1)OCO2)N1C(=O)c2ccccc2C1=O (stereo unspecified)
 : 1.6%	-6.5%	18.0	0.4%	?	1.9%	2.7%	i	9.2%
CCOc1ccccc1NC(=O)CNS(=O)(=O)c1ccc2nc(C)sc2c1
 : 0.7%	-6.3%	-3.7	-0.5%	-4.2%	-18.5%[11.3 µM]	1.3%	i	-13.5%
O=C(CN1CCN(c2ccc(O)cc2)CC1)Nc1cc(S(=O)(=O)N2CCCCC2)ccc1Cl
 : 6.0%	-18.9%	-15.7	1.0%	?	-28.4%	-23.6%	i	10.2%
S=c1[nH]c2ccccc2c2ccccc12
 : 0.1%	?	-7.8	0.2%	?	.	-1.8%	?	2.8%
O=C(Nc1ccc2c(c1)OCO2)c1sc2cc(Cl)ccc2c1Cl
 : 8.6%	1.7%	-12.2	0.4%	2.1%	22.4%	2.4%	.	-14.3%
COc1cc(C2NC(=O)NC(C)=C2C(=O)NCc2ccccc2)c(Cl)cc1O (stereo unspecified)
 : -2.8%	0.3%	7.2	0.2%	7.5%	-3.9%	1.4%	i	-2.0%
NS(=O)(=O)Nc1cccc2cccnc12
 : .	-5.1%	.	.	3.7%	.	-6.2%	.	7.9%
CCNC(=O)C1(C)CCN(C(=O)c2ccccc2F)C1 (stereo unspecified)
 : .	1.6%	17.5	-0.3%	.	4.0%	.	i	0.5%
CCc1cc(C(=O)Nc2ccc(S(=O)(=O)NC3=NCCCCC3)cc2)sc1C
 : -2.1%	15.4%	?	2.5%	-8.3%	-1.7%	-6.8%	i	-14.0%
c1ccc(CCc2nn3c(-c4ccncc4)nnc3s2)cc1
 : ?	24.7%	?	0.0%	?	48.7%[activator]	-6.6%	i	-5.3%
CN1CCN(c2ccc(CNS(=O)(=O)Cc3ccc(Cl)cc3)cc2)CC1
 : ?	49.6%[activator]	18.9	0.4%	14.8%	?	-3.8%	?	15.1%
CCOC(=O)c1oc2ccccc2c1NC(=O)c1cccc(OC)c1
 : ?	9.6%	-18.7	0.2%	?	-11.5%	-2.4%	i	6.0%

# Some of the entries so far, with tabs:
SMILES	MCF10A rereplic	TGFb SMAD3 inh	IL1B secr inh	Nrf2 ARE act	Nrf2 inh	ATXN2 expr inh	A549 viability	S2 tox	HepG2 tox
COc1cc(C2NC(=O)NC(C)=C2C(=O)NCc2ccccc2)c(Cl)cc1O (stereo unspecified)	-2.8%	0.3%	7.2	0.2%	7.5%	-3.9%	1.4%	i	-2.0%
NS(=O)(=O)Nc1cccc2cccnc12	.	-5.1%	.	.	3.7%	.	-6.2%	.	7.9%
CCNC(=O)C1(C)CCN(C(=O)c2ccccc2F)C1 (stereo unspecified)	.	1.6%	17.5	-0.3%	.	4.0%	.	i	0.5%
CCc1cc(C(=O)Nc2ccc(S(=O)(=O)NC3=NCCCCC3)cc2)sc1C	-2.1%	15.4%	?	2.5%	-8.3%	-1.7%	-6.8%	i	-14.0%
c1ccc(CCc2nn3c(-c4ccncc4)nnc3s2)cc1	?	24.7%	?	0.0%	?	48.7%[activator]	-6.6%	i	-5.3%
CN1CCN(c2ccc(CNS(=O)(=O)Cc3ccc(Cl)cc3)cc2)CC1	?	49.6%[activator]	18.9	0.4%	14.8%	?	-3.8%	?	15.1%
CCOC(=O)c1oc2ccccc2c1NC(=O)c1cccc(OC)c1	?	9.6%	-18.7	0.2%	?	-11.5%	-2.4%	i	6.0%

# New compounds follow
# Every second line gives: MCF10A rereplic	TGFb SMAD3 inh	IL1B secr inh	Nrf2 ARE act	Nrf2 inh	ATXN2 expr inh	A549 viability	S2 tox	HepG2 tox
COc1cccc(C(=O)NCC(=O)OCc2cc(=O)n3ccsc3n2)c1
 : .	-4.5%	.	0.7%	?	-2.6%	4.4%	i	-8.7%
NS(=O)(=O)c1ccc(NC(=O)COc2ncnc3c2cnn3-c2ccccc2)cc1
 : -3.5%	5.6%	24.3	0.5%	1.1%	.	11.8%	i	-13.1%
Cc1cc(C)cc(NC(=O)c2cnn(-c3ccc(C)c(C)c3)c2C2CCNCC2)c1
 : .	-14.2%	.	0.8%	?	.	?	.	-34.0%
CCOc1ccc(C(=O)Nc2cccc(NC(=O)c3cccs3)c2)cc1[N+](=O)[O-]
 : 3.2%	-23.7%	-25.4	-0.8%	?	.	-14.0%	?	-4.4%
Cc1ccccc1Nc1c(-c2cccnc2)nc2ccc(Br)cn12
 : -0.2%	?	?	-1.0%	?	.	0.0%	i	-39.8%
CCN1CCN(C(=O)c2ccc3c(=O)n(Cc4ccccc4OC)c(=S)[nH]c3c2)CC1
 : ?	3.2%	26.8	0.2%	5.3%	-15.8%	-9.6%	i	-28.6%
CCC(CC)c1nnc(NC(=O)c2ccc(N3CCCC3=O)cc2)s1
 : -12.6%	0.7%	48.3	-0.7%	?	6.1%	2.8%	i	5.8%
O=C(CCCNC(=O)c1ccc(Cl)cc1)Nc1ccc(S(=O)(=O)Nc2ncccn2)cc1
 : -2.0%	7.2%	13.5	-0.3%	4.8%	0.1%	-0.6%	i	-17.3%
COc1ccccc1NC(=O)c1cnc(SC)nc1
 : -3.4%	?	9.0	26.9%	?	5.5%	5.3%	i	-2.4%
Cc1ccc(C2(c3ccc(C)cc3)NC(=O)N(CC(=O)NCCCN3CCCC3=O)C2=O)cc1
 : 0.7%	3.3%	-5.2	-0.4%	1.9%	.	4.7%	.	-7.7%
C=CCn1c(-c2cccs2)nc2ccccc21
 : 5.2%	-0.2%	-20.3	7.7%	.	-3.6%	0.2%	i	-30.8%
CC(=O)n1cc(/C=N/NC(N)=S)c2ccccc21
 : 0.0%	-19.9%	-15.3	4.3%	12.4%	6.0%	-4.4%	i	2.1%
COCC(=O)N1CCCC(N(C)CCc2ccc(OC)c(OC)c2)C1 (stereo unspecified)
 : 21.2%	2.4%	-0.3	-1.2%	14.9%	0.2%	-1.7%	i	-11.8%
COc1ccc(-n2c(Cc3cccn3C)nnc2SCC(=O)Nc2cc(Cl)ccc2OC)cc1
 : -1.9%	-5.0%	-3.9	0.6%	-23.7%	-22.0%	-3.7%	?	-35.9%
O=C1NC[C@H](Cc2ccc(O)cc2)N(CC2CCCCC2)C1=O
 : -0.7%	5.6%	20.5	-0.9%	13.5%	2.6%	-2.1%	i	0.9%
CCOC(=O)CN1C(=O)c2ccccc2Sc2ncccc21
 : 9.6%	5.5%	29.2	-1.9%&-0.1%	11.9%&7.0%	40.9%[activator]	0.4%&-2.3%	i	-0.9%&1.6%
CC1CCCCC1NC(=O)c1cccc(S(=O)(=O)N2CCN(C)CC2)c1 (stereo unspecified)
 : 2.1%	-3.3%	11.2	0.3%	6.7%	4.2%	3.7%	i	7.0%
COc1ccc2[nH]c(C(O)(Cc3cccnc3)Cc3cccnc3)cc2c1
 : -6.8%	5.6%	-4.7	0.3%	-6.8%	-10.5%	2.0%	i	0.3%
COc1ccccc1C(=O)NCCNC(=O)c1ccco1
 : -0.1%	-8.5%	-5.7	-0.6%	5.4%	6.1%	2.3%	i	1.3%
COc1ccc(CNC(=O)Nc2ccc3c(c2)N(C)C(=O)c2ccccc2S3)cc1
 : .	-22.1%	.	-1.0%	?	.	-5.0%	.	-31.9%
COCCn1c(=S)[nH]c2cc(C(=O)NCCc3ccc(OC)c(OC)c3)ccc2c1=O
 : 2.4%	3.2%	30.3	-0.1%	4.3%	1.4%	-4.3%	i	-2.3%
O=C(COC(=O)c1cc(=O)[nH]c2ccccc12)Nc1nc(-c2cccc(Br)c2)cs1
 : -2.7%	-3.7%	-13.6	5.1%	11.2%	19.5%	0.6%	i	-20.5%
Cn1c2c(c(=O)n(C)c1=O)C(c1ccccc1Cl)C(C#N)=C(N)O2 (stereo unspecified)
 : 11.6%	-0.2%	-5.2	-0.2%	1.1%	-9.1%	-1.0%	i	-25.1%
Cn1c(=O)c(C(=O)CN2CCOCC2)c(N)n(Cc2ccccc2)c1=O
 : 27.0%	-3.6%	4.5	0.3%	2.3%	-0.7%	-5.1%	i	-10.1%
